Source: PubChem BioAssay
ADAM17 inh = inhibitors of human ADAM17; P78536; recombinant ADAM17, EDANS/DABCYL FRET peptide cleavage; inhibition, % at 6.95 µM; 370,000 tested, 0.83% active; AID 720648;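 active = inhibition above the mean of compounds lying between control limits plus 3 SD, set per campaign, cut at about 8.5% in these data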;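 also: 0% = DMSO-only wells as the low control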
hcDAF12 agonist = H. contortus DAF-12 activation, primary screen. HEK293 hcDAF-12 lit1-tk-luc reporter, luminescence; 0% DMSO, 100% Δ7-dafachronic acid. activation, % at 6.8 µM. 370,000 tested, 1.4% active;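 active = activation above the mean of all tested compounds plus 3 SD, cut at about 5.5% in these data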;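 also: 100% = response to 3 µM Δ7-dafachronic acid high control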
GAA850 FXN act = activators of GAA850 frataxin (FXN) promoter | HEK293 lucGAA850 FXN promoter luciferase reporter, 24 h; percent of 10 µM SAHA response | activation, % at 6 µM | 360,000 tested, 0.56% active | AID 540364;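 active = activation above the average of all compounds screened plus 3 SD, cutoff fixed separately per campaign, cut at about 7.5% in these data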;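 also: 0% = DMSO wells and 100% = 10 µM SAHA wells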
sPLA2-III inh = Inhibits HGIII-sPLA2 liposome hydrolysis, primary screen | Q9NZ20 | QFRET BODIPY PC-A2 liposome hydrolysis, fluorescence | inhibition, % at 12.2 µM | 370,000 tested, 0.56% active;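 active = inhibition above mean plus 3 SD of compounds lying within the high and low control bounds, cut at about 19% in these data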;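 also: 0% = median of test compound wells and 100% = no enzyme DMSO wells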
PLC-gamma1 inh = inhibitors of human phospholipase C gamma1 | P19174 | purified PLC-gamma1, fluorogenic substrate, fluorescence | inhibition, % at 12.2 µM | 370,000 tested, 0.84% active | AID 720700; in the data active = inhibition above about 9.5%
hgDAF12 agonist = agonists of H. glycines DAF-12 nuclear receptor | HEK293 GAL4-hgDAF12 UAS-luciferase reporter, agonist luminescence; normalized to butyrate control | activation, % at 6.8 µM | 370,000 tested, 1.8% active | AID 687014;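 active = activation above a cutoff set at the mean of all screened compounds plus 3 SD, cut at about 10% in these data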;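 also: 0% = DMSO wells and 100% = sodium butyrate wells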
DAX1 inh-1 = DAX1 (NR0B1) inhibition, primary screen; HEK293T StAR-luciferase reporter, SF-1/DAX-1 repression relief; inhibition, % at 6.8 µM; 370,000 tested, 1.1% active; AID 652010;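 active = inhibition above the mean over all tested compounds plus 3 SD, cut at about 3.6% in these data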;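 also: 0% = DAX-1 cells with DMSO and 100% = cells lacking DAX-1 with DMSO; higher inhibition means more luminescence from relief of DAX-1 repression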
ssDAF-12 act = activators of S. stercoralis DAF-12 nuclear receptor | HEK293 ssDAF-12/GRIP1 lit1-tk-luc reporter, luminescence; % of 3 µM dafachronic acid response | activation, % at 6.8 µM | 370,000 tested, 1% active | AID 652126;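 active = activation above the mean over all tested compounds plus 3 SD, cut at about 0.9% in these data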;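 also: 0% = DMSO-only wells and 100% = 3 µM delta7-dafachronic acid wells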
PLCb3 inh = blocks human PLC-beta3 enzyme activity; AID 720704; Q01970; inhibition, % at 12.2 µM; 370,000 tested, 0.18% active; Purified PLC-beta3, fluorogenic substrate, fluorescence; in the data active = inhibition above about 11%;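 also: 0% = median of compound wells on plate and 100% = full blocker control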
DAX1 inh-2 = inhibits human nuclear receptor DAX1; 340,000 tested, 0.99% active; inhibition, % at 6.75 µM; AID 504766; HEK293 Gal4-DAX1 luciferase reporter, luminescence; P51843;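 active = inhibition above the mean over all tested compounds plus 3 SD, cut at about 4.2% in these data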;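 also: 0% = DAX1-transfected cells with DMSO and 100% = empty-vector control cells with DMSO; inhibition shows as a rise in luminescence from relieved DAX1 repression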
Target sequence (P51843 207-470 limits assumed): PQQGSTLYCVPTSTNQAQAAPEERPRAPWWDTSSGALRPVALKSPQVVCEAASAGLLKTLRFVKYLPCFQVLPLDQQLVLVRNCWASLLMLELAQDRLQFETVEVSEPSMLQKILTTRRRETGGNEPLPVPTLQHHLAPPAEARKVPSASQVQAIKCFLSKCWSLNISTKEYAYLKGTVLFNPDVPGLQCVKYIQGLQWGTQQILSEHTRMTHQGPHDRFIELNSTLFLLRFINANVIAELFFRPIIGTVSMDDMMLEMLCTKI
ADAM10 inh = inhibitors of human ADAM10; O14672; recombinant ADAM10, EDANS/DABCYL FRET peptide cleavage, 3 h; inhibition, % at 7 µM; 370,000 tested, 0.62% active; AID 720582;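 active = inhibition above a per-campaign cutoff equal to the mean of compounds falling between control-based bounds plus 3 SD, cut at about 20% in these data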;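 also: 0% = DMSO wells while the 100% control is not disclosed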
Target sequence (O14672 214-748 limits assumed): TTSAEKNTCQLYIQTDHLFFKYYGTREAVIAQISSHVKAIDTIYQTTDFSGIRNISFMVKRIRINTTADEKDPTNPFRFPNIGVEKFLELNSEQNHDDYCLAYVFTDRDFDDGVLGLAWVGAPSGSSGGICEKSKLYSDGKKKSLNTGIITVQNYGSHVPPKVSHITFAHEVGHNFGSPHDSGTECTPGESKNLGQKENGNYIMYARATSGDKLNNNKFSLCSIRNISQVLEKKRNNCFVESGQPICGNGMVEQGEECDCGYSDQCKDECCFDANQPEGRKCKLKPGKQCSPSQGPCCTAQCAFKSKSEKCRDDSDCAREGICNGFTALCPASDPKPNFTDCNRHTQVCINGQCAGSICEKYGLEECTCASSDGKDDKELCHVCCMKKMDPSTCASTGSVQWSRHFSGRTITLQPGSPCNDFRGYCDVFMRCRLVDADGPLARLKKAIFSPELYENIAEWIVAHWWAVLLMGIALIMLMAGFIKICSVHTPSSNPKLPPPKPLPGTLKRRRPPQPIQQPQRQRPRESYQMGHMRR
Active calls of the source: *; . = no result given.

item	SMILES	ADAM17 inh	hcDAF12 agonist	GAA850 FXN act	sPLA2-III inh	PLC-gamma1 inh	hgDAF12 agonist
1	Cc1cc(C)cc(C(O)c2ncc(-c3cccc(F)c3)[nH]2)c1 (centres undefined)	0	-0.6	0.8	-6	0	1.0
2	O=C(N/N=C\c1c(O)ccc2ccccc12)c1ccc(O)cc1	-1	-3.9	-1.8	-10	-32	-9.3
3	Nc1nc(-c2ccco2)nn1C(=O)c1ccccc1Cl	-3	0.4	1.5	2	3	-2.1
4	C/C(=N\NC(=O)COc1ccc(C(C)(C)C)cc1)c1ccc(-n2ccnc2)cc1	3	0.7	8.5*	-15	1	5.7
5	CC1CCc2sc3ncnc(N4CCN(C)CC4)c3c2C1 (centres undefined)	-3	1.7	0.8	4	1	-0.3
6	COc1ccc(CC(=O)Nc2cc(S(=O)(=O)N3CCOCC3)ccc2N2CCOCC2)cc1	-4	-0.6	-1.3	-3	0	0.8
7	Cc1ccc(S(=O)(=O)N2CCOCC2)cc1C(=O)N1CCN(c2ccc(C(F)(F)F)cn2)CC1	-2	-3.6	1.4	-7	0	-5.3
8	C/C=C(\C)CN1CCC(n2nccc2NC(=O)CCc2ccccc2)CC1	3	0.1	-1.0	-7	2	0.7
9	CCN(CC)c1ccc(NS(=O)(=O)c2cn(C)c(=O)n(C)c2=O)c(C)c1	-3	-1.0	2.7	0	-1	-4.4
10	CN1CCN(C(CNC(=O)Nc2ccc(Cl)cc2)c2ccc(F)cc2)CC1 (centres undefined)	-5	1.5	0.3	-1	1	0.1

item	DAX1 inh-1	ssDAF-12 act	PLCb3 inh	DAX1 inh-2	ADAM10 inh
1	-0.6	-0.8	5	.	4
2	-2.7	-0.5	-45	1.9	6
3	-0.2	-1.9	4	-0.4	-3
4	2.1	-0.7	0	-0.2	8
5	0.1	-1.3	-3	1.3	-7
6	0.0	-2.3	-7	-0.4	-5
7	-2.0	-1.8	7	-2.0	-5
8	0.7	-1.4	-3	1.2	9
9	-1.9	-1.7	-2	-0.2	-3
10	0.9	-1.1	-6	0.4	-5

(continued)
item	SMILES	ADAM17 inh	hcDAF12 agonist	GAA850 FXN act	sPLA2-III inh	PLC-gamma1 inh	hgDAF12 agonist
11	CC(C)OP(=O)(OC(C)C)C1(O)C(=O)Nc2ccc(Br)cc21 (centres undefined)	-5	1.4	-1.7	-34	-1	-0.1
12	COc1ccc(CN(N=O)C2CC(=O)N(c3ccc(OC)cc3)C2=O)cc1 (centres undefined)	-2	-0.7	2.1	-6	1	-0.5
13	Cc1ccc(CNC(=O)CC(C)S(=O)(=O)c2ccc3c(c2)NC(=O)CO3)cc1 (centres undefined)	0	1.7	-1.6	6	1	1.4
14	CCOc1ccc(N(CC(=O)NCC2CCCO2)C(=O)CCC(=O)Nc2ccccn2)cc1 (centres undefined)	2	-0.5	0.2	9	6	-2.0
15	CCC(C)c1ccccc1N1CC(C(=O)Nc2ccc(C)c(S(=O)(=O)N3CCOCC3)c2)CC1=O (centres undefined)	0	-2.7	0.0	-34	2	-2.0
16	C/C(N)=C(/C#N)C(=O)CSc1nnnn1-c1ccc(C)cc1	3	7.0*	0.9	-34	2	5.4
17	O=C(c1cccc(S(=O)(=O)N2CCCC2)c1)N1CCN(c2ccccc2F)CC1	-3	-2.7	-1.1	-2	-2	-2.2
18	CC(C)(CNS(=O)(=O)c1ccc2c(c1)OCCO2)N1CCOCC1	0	-2.4	3.7	0	3	-0.3
19	CC1=C(C)CC(C(=O)Nc2ccc3c(c2)OCO3)C(C(=O)O)C1 (centres undefined)	-4	0.8	-0.2	8	-7	5.8
20	CC(=O)Nc1ccc(C(=O)Nc2cc(C(F)(F)F)ccc2-n2cnc3ccccc32)cc1	-2	-1.3	-0.9	-1	2	-4.2

item	DAX1 inh-1	ssDAF-12 act	PLCb3 inh	DAX1 inh-2	ADAM10 inh
11	0.4	-0.5	0	0.7	-7
12	-0.5	-1.6	2	.	0
13	-1.9	-1.7	-6	0.0	-2
14	0.4	-0.8	3	-1.2	6
15	-1.8	-0.7	4	0.1	8
16	-0.1	-0.4	0	0.1	8
17	-1.3	-2.1	2	-0.7	-4
18	-0.9	-2.0	3	-0.8	3
19	0.4	-0.6	-9	-1.0	-10
20	-0.1	-1.8	2	0.8	6

Carrying on:
item	SMILES	ADAM17 inh	hcDAF12 agonist	GAA850 FXN act	sPLA2-III inh	PLC-gamma1 inh	hgDAF12 agonist
21	COc1ccccc1NS(=O)(=O)c1cc(C(=O)NCCN2CCOCC2)ccc1Cl	0	-0.9	-3.5	-3	3	-1.1
22	COC(=O)C1=C(C)N(Cc2ccc(Cl)cc2)C(=S)NC1c1cccc(F)c1 (centres undefined)	4	0.5	.	9	4	-2.2
23	O=C(CSc1nc2ccccc2s1)NNC(=S)Nc1ccc(Br)cc1	13*	3.0	2.4	23*	1	2.8
24	COc1ccc(C(=O)c2cccc(C(=O)c3ccc(OC)c(C)c3)c2)cc1C	-4	-0.6	0.2	15	4	2.9
25	CCOC(=O)c1c(C)[nH]c(C(=O)OCC(=O)NC2(C#N)CCCCC2)c1C	0	-2.1	0.4	-19	-2	1.0
26	COc1ccc(/C=N/NC(=O)c2ccccc2O)cc1CN1CCOCC1	-6	6.0*	1.0	1	-13	5.7
27	COc1ccc(-n2nc(C(=O)NCC(=O)NCCCN3CCC(C)CC3)c3ccccc3c2=O)cc1Cl	0	0.0	0.0	-9	-82	-2.3
28	Cc1ccc(-c2csc(Cc3nc(-c4cc5ccccc5oc4=O)cs3)n2)cc1	-9	-0.4	-0.6	4	-8	1.9
29	CCCCCCN1C[C@H](n2cc(COC(=O)c3ccccc3)nn2)[C@@H](O)C[C@@H]1c1ccccc1	0	-1.0	-0.8	-9	3	-0.5
30	COc1cc(C(=O)NCCCC2CCCC2)ccc1OC1CCN(C(C)=O)CC1	-3	-0.7	1.3	1	4	0.0

item	DAX1 inh-1	ssDAF-12 act	PLCb3 inh	DAX1 inh-2	ADAM10 inh
21	0.0	-1.6	2	1.4	0
22	-1.2	-1.1	3	.	11
23	0.1	-0.5	-10	0.7	21*
24	0.2	-0.8	-10	-0.4	-3
25	-1.4	-0.5	-6	-1.1	1
26	-0.4	-0.4	-26	-1.0	-6
27	0.5	-1.3	-147	0.6	10
28	0.1	-1.0	-9	-0.9	-27
29	-0.8	-1.3	0	1.1	-9
30	-1.8	-1.1	-5	0.1	4

(cont.)
item	SMILES	ADAM17 inh	hcDAF12 agonist	GAA850 FXN act	sPLA2-III inh	PLC-gamma1 inh	hgDAF12 agonist
31	CCOc1ccc(N2CC(C(=O)Nc3cc(OCC)c(N4CCOCC4)cc3OCC)CC2=O)cc1 (centres undefined)	0	-0.5	0.5	-1	0	-1.2
32	COc1ccc(N2C(=O)c3ccccc3NC(=O)C2C(=O)NCc2ccco2)cc1 (centres undefined)	1	-1.1	.	4	-6	1.7
33	COc1ccc(-c2[nH]ncc2CN(C)C(C)c2ccon2)c(OC)c1 (centres undefined)	-2	1.0	0.3	-4	0	0.1
34	O=C(Nc1cc(Cl)ccc1Cl)P(=O)(O)c1ccccc1	0	1.2	-0.5	4	-3	0.5
35	COc1ccc(CNC(=O)c2c(N)[nH]c(C(=O)c3ccccc3)c2-c2ccc3ccccc3c2)cc1OC	6	-2.6	.	0	-10	2.5
36	C/C(CCc1ccc2c(c1)OCO2)=N\NC(=O)c1ccc(C)cc1C	1	1.0	2.9	1	2	13*
37	Cc1nc2ncccn2c1-c1csc(Nc2ccc(S(N)(=O)=O)cc2)n1	-2	-1.5	0.5	1	-28	0.8
38	Cc1cc(S(=O)(=O)NC2CCCC2)ccc1F	-1	4.7	-1.9	7	-2	3.3
39	CN1C(=O)C(CC(=O)N2CCN(C(c3ccccc3)c3ccccc3)CC2)N(C)C1=O (centres undefined)	-2	-0.8	-1.5	3	0	-2.6
40	COc1ccc(C(=O)N2CCN(C)C(C)C2)cc1OC1CCN(C(C)=O)CC1 (centres undefined)	-3	0.6	0.9	5	3	0.5

item	DAX1 inh-1	ssDAF-12 act	PLCb3 inh	DAX1 inh-2	ADAM10 inh
31	0.2	-0.9	-8	-1.0	-7
32	0.8	-0.5	-8	.	-27
33	0.6	-1.7	-2	0.8	-2
34	1.9	-0.8	1	0.5	1
35	-1.9	-1.4	-12	.	16
36	2.1	-0.4	3	0.4	-1
37	-0.1	-0.7	-40	1.5	-5
38	0.1	0.2	-2	-0.8	9
39	-0.4	-0.1	-5	1.2	-8
40	0.3	-0.6	-7	0.2	-15

Carrying on.
item	SMILES	ADAM17 inh	hcDAF12 agonist	GAA850 FXN act	sPLA2-III inh	PLC-gamma1 inh	hgDAF12 agonist
41	COc1cccc(N2CC(C(=O)NNC(=O)c3ccc(Cl)cc3)CC2=O)c1 (centres undefined)	0	0.5	0.5	-12	-2	3.7
42	Cc1cc(S(=O)(=O)N(Cc2ccccn2)Cc2ccco2)ccc1-n1cnnn1	-2	4.1	2.9	2	-2	1.4
43	CCOC(=O)c1c(C)c(-c2ccccc2)n(CC(=O)N2CCN(C)CC2)c1C	-1	0.1	0.5	-8	-2	2.3
44	Cc1ccccc1Cn1c(=O)n(-c2ccccc2)c(=O)c2ccc(C(=O)NCc3ccco3)cc21	-3	1.1	-0.2	2	0	1.2
45	COC(=O)c1ccc(NC(=O)C2CC(=O)N(c3ccc(C)cc3)C2)cc1 (centres undefined)	-2	0.1	0.6	-4	1	0.0

item	DAX1 inh-1	ssDAF-12 act	PLCb3 inh	DAX1 inh-2	ADAM10 inh
41	-0.5	-0.8	-1	1.4	4
42	0.5	-0.3	2	0.0	4
43	-0.7	-1.1	1	0.8	-1
44	0.4	-0.8	-3	4.6*	-12
45	-0.6	-0.1	-1	2.8	2
